TRHR ag = qHTS for Small Molecule Agonists and Allosteric Enhancers of Human TRH Receptor: Primary Screen for Agonists; activation, % at 2 µM; AID 493084, 2011; TRHR cells, calcium flux fluo-8, FDSS agonist mode; hit rate 0.18% among 360,000; in the data active means activation above about 30%; further: 0% is about no effect
Target sequence (P34981 whole entry, looked up): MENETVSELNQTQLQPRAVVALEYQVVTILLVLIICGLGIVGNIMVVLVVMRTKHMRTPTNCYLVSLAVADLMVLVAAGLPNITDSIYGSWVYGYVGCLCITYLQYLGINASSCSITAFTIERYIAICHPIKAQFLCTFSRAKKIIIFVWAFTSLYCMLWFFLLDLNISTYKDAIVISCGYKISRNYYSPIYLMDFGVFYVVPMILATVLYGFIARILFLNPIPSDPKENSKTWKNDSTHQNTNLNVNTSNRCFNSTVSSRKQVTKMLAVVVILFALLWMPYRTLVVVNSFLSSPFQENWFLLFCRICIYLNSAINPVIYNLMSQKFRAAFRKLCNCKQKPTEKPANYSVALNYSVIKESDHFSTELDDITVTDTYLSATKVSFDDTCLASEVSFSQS
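Fluo-8-loaded TRHR cells; 10 s baseline, compound added, kinetic Ca2+ fluorescence read 1/s, agonist mode.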
TRHR PAM = qHTS for Small Molecule Agonists and Allosteric Enhancers of Human TRH Receptor: Primary Screen for Enhancers; Thyrotropin-releasing hormone receptor (Homo sapiens), P34981; TRHR cells, fluo-8 calcium fluorescence, EC20 TRH enhancement; enhancement, % at 2 µM; hit rate 0.66% among 360,000; AID 493056, 2011; in the data active means enhancement above about 30%; further: 0% is about no effect
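TRHR-expressing cells loaded with fluo-8 calcium dye were read kinetically (ex 480/em 530) during compound addition, then stimulated with an EC20 of TRH (10 nM final). Enhancement of the Gq-mediated intracellular calcium response was scored.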
D1 PAM = Potentiators of Human D1 Dopamine Receptor: qHTS; potentiation, % at 10 µM; hit rate 0.036% among 360,000; D(1A) dopamine receptor (Homo sapiens), P21728; HEK293 TREx D1 cells, calcium flux, dopamine EC20 potentiation; in the data active means potentiation above about 30%; further: 0% is about no effect
D1 antag = Antagonist of Human D 1 Dopamine Receptor: qHTS. D(1A) dopamine receptor (Homo sapiens), P21728. HEK293 TREx D1 cells, calcium flux, dopamine EC80; hits give low values. activity change, negative = inhibition, % at 10 µM. hit rate 3.2% among 360,000. AID 504652, 2011; in the data active means activity change below about -30%; further: on the % scale 0 is the no-effect control and ±100 the full control effect
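Inducible Hek293 Trex D1 cells (tetracycline, overnight, 30 C). Calcium dye 30–90 min RT. Antagonist mode: EC80 dopamine added after 180 s compound read.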
RXFP1 antagonist = qHTS Assay for Antagonists of the Relaxin Receptor RXFP1. activity change, negative = inhibition, % at 57.5 µM. HEK293-RXFP1, relaxin-stimulated cAMP HTRF, 30 min; hits give low values. hit rate 0.59% among 350,000;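 active means activity change of -60% or lower, but not beyond a set lower limit; inconclusive means change between -60% and -40%, or beyond the set limit; inactive means change above -40%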; further: on the % scale 0 is the no-effect control and ±100 the full control effect
RXFP1 agonist = qHTS Assay for Agonists of the Relaxin Receptor RXFP1. HEK293T-RXFP1 cAMP TR-FRET, 30 min; response scale: percent of porcine relaxin response, buffer zero. hit rate 0.3% among 370,000. Potency, µM (series often up to 57.5 µM), for inactives: at the highest dose activation, actives largely listed as activators. AID 2676, 2010. Relaxin receptor 1 (Homo sapiens), Q9HBX9; further: potency means the concentration at half of the fitted maximal effect; on the % scale 0 is the no-effect control and ±100 the full control effect; nearly all actives have a fitted effect of over 60% in size; many of its hits are not listed in these tables
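Agonist response is measured as cAMP accumulation in an RXFP1-transfected HEK293T line under PDE4 inhibition. Values are scaled between buffer-only and 29 nM porcine relaxin, and EC50s come from standard Hill equation fits.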
D2 potentiator = HTS Assay for Positive Allosteric Modulators of the Human D2 Dopamine Receptor: Primary Screen for Potentiators. AID 485347, 2010. potentiation, % at 10 µM. HEK293 T-REx D2, calcium flux, EC20 dopamine potentiation. hit rate 0.34% among 340,000;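 active means potentiation over 3 SD above the plate norm, cut at about 30% in these data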; further: 0% is about no effect
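Calcium flux readout, no-wash dye, 1 read/s. Inducible HEK293 Trex D2 line, overnight 30 C. Compound alone 180 s (agonist flags), then EC20 dopamine, another 180 s to score potentiation.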
Apoferritin bind = qHTS Assay for Identification of Novel General Anesthetics. Ferritin light chain (Equus caballus), P02791. apoferritin/1-aminoanthracene competitive binding, fluorescence. Potency, µM (top dose mostly 77.5 µM), without a hit: at the highest dose activity change, negative = displacement, usual class: inhibitors. hit rate 0.074% among 350,000; further: potency means the concentration at half of the fitted maximal effect; on the % scale 0 is the no-effect control and ±100 the full control effect; nearly all actives have a fitted effect of over 20% in size
Target sequence (P02791 2-175 limits assumed): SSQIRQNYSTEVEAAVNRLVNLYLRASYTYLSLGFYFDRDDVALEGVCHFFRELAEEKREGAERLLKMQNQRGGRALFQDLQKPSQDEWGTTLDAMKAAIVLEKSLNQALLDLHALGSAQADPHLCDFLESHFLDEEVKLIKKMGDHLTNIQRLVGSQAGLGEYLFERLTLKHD
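In PBS, apoferritin at 10 uM is loaded with 1-AMA from a 50% saturated solution. After 10 min of compound exposure at ambient temperature, reduced 535 nm fluorescence indicates probe displacement.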
D1 agonist = Allosteric Agonists of the Human D1 Dopamine Receptor: qHTS; D(1A) dopamine receptor (Homo sapiens), P21728; activation, % at 2 µM; HEK293 T-REx D1 cells, calcium flux, agonist mode; AID 504660, 2011; hit rate 1% among 360,000; in the data active means activation above about 30%; further: 0% is about no effect
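Agonism was scored from calcium flux recorded over 180 s (1 read/s) after pintool compound addition, following a 10-cycle baseline. Cells were inducible force-coupled HEK293 TREx D1, plated overnight at 30 C and loaded with no-wash calcium dye.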
The depositor's hits bear a star; ? = inconclusive; · = no result given; & = joins results of further samples. Unless noted, the call rests on the fitted dose curve; in most records, active means well fitted curve in the direction sought with a large enough effect; inconclusive means small, poorly fitted or top-dose-only effect, or another doubt; inactive means no such curve, though single readings can be large; an effect the other way counts as inactive or inconclusive. Some of the compounds tested; the hit share may differ from the screen's.

The line under a structure holds: TRHR ag | TRHR PAM | D1 PAM | D1 antag | RXFP1 antagonist | RXFP1 agonist | D2 potentiator | Apoferritin bind | D1 agonist
- O=C1C=C(c2ccc(Cl)cc2)OC2(CCCC2)O1
 : 0.9 | -7 | 3 | -17 | -11 | 0.9% | 11 | -17% | 2
- COC(=O)C(CC(=O)c1ccc(Br)cc1)n1cccn1 (stereo unspecified)
 : -0.9 | 6 | -4 | 13 | -6 | 0.9% | 5 | -8% | 2
- CC(=NCCc1c(C)[nH]c2ccc(C)cc12)C1=C(O)CC(c2ccccc2)CC1=O (stereo unspecified)
 : -0.3 | -3 | -7 | -23 | -18 | 7.6% | -10 | -9% | 3
- Cc1ccc(C2CCN(C(=O)c3cnn(-c4ccccc4Cl)c3C3CCN(C(=O)OC(C)(C)C)CC3)C2)cc1 (stereo unspecified)
 : 0.3 | 4 | 2 | 6 | -71* | 0.2% | -7 | -17% | -1
- O=C(OCC(=O)c1ccc[nH]1)c1cncc(Br)c1
 : 0.2 | -2 | -8 | -12 | -7 | 0.6% | 11 | · | 0
- CC(=O)Oc1ccc(C(=O)[C@H]2[C@H]3C(=O)N(c4ccc(C)cc4)C(=O)[C@H]3[C@@H]3C=CC=NN32)cc1
 : 1.2 | -2 | 0 | 0 | -8 | 1.1% | -1 | -17% | 4
- COc1ccc(C2CC(=O)N(CC(=O)Nc3ccc(C(C)=O)cc3)c3ccccc3S2)cc1OC (stereo unspecified)
 : 0.3 | -5 | -1 | -28 | · | 0.2% | 21 | 2% | 0
- Cc1ccnc(N(C(=O)Nc2ccccc2)C2=NCC(C)(C)S2)c1
 : 0.2 | -2 | -4 | -6 | -7 | 1.2% | -5 | -1% | 0
- O=C(CC12CC3CC(CC(C3)C1)C2)N1CCN(S(=O)(=O)c2cccs2)CC1
 : -0.5 | 4 | -5 | -1 | -13 | 6.5% | 7 | -20% | 8
- CC1(c2ccc([N+](=O)[O-])cc2)Nc2ccccc2S1 (stereo unspecified)
 : -0.2 | 31* | 3 | 1 | -1 | -2.7% | · | -22% | 0
- CCCCc1sc(-c2c(C#N)c(N)nc3c2CCCCC3)cc1[N+](=O)[O-]
 : 0.1 | 1 | 3 | 15 | -21 | 1.3% | -2 | -15% | 4
- COc1cc(O)c(C(CC(=O)N2CCCC2)c2ccc3c(c2)OCO3)c(OC)c1 (stereo unspecified)
 : -0.7 | -2 | -5 | 6 | · | 3.2% | 13 | -15%&-9% | 3
- Cc1ccc(C(=O)c2cn(Cc3cccc(F)c3)c3nc(C)ccc3c2=O)cc1
 : 0.0 | 7 | 0 | -9 | · | 9.1% | 2 | ? | 2
- O=C(COC(=O)CNC(=O)c1ccccc1F)NC12CC3CC(CC(C3)C1)C2
 : 0.2 | 4 | -1 | 2 | 6 | 1.5% | -13 | · | 0
- O=C(O)Cn1nnc(-c2ccc(OCc3ccccc3Cl)cc2)n1
 : 0.7 | -1 | -8 | 0 | 2 | -0.1% | 5 | -6% | 7
- Cc1cc(NC(=O)C(C)SCC(=O)N(C)CC(=O)Nc2ccccc2Br)no1 (stereo unspecified)
 : -0.1 | -2 | -3 | 2 | -9 | -0.2% | -3 | · | 2
- CCOCc1nnc(NC(=O)c2ccc(OC)cc2)s1
 : 0.0 | -5 | 0 | 1 | 4 | -1.8% | -7 | 2% | 1
- COc1ccccc1N1CCN(c2ccc(=O)n(CC(=O)NCc3ccc(OC(C)C)cc3)n2)CC1
 : -0.5 | 2 | -6 | 23 | -19 | -2.7% | -2 | ? | 2
- CN(C)c1ccc(CNC(=O)c2ccc(Cn3c(SCc4ccccc4)nc4cccnc43)cc2)cc1
 : 0.1 | -5 | -4 | 1 | -13 | 0.7% | 2 | -3% | 1
- Cc1ccc(CSc2nnc(-c3cccc(S(=O)(=O)N4CCOCC4)c3)n2C2CCCC2)cc1
 : -0.7 | 5 | 0 | 1 | 7 | 0.1% | · | 4% | -1
- Cc1ccc(/C=C2/NC(=O)N(Cc3ccccc3F)C2=O)s1
 : 14 | -1 | -4 | 9 | 1 | 3.8% | -4 | -6% | 43*
- O=C(/C=C/c1ccc(Br)cc1)NC(=S)N1CCOCC1
 : -1.4 | -4 | -10 | -1 | -4 | 0.1% | -3 | -12% | 4
- O=C(COC(=O)c1cccs1)NC12CC3CC(CC(C3)C1)C2
 : 0.0 | -8 | 3 | -4 | 6 | -3.8% | -2 | ? | 5
- Cc1ccccc1NC(=O)NC1CCCCCCC1
 : 4.6 | -2 | -3 | -3 | 5 | 3.4% | -4 | -19% | 11
- Cn1c(=O)c2c(nc(CN3CCN(C(=O)c4ccco4)CC3)n2CCCc2ccccc2)n(C)c1=O
 : -0.4 | 7 | 2 | 10 | -2 | 3.4% | 0 | -8% | 2
- CCOC(=O)C1(CC2CC2)CCN(Cc2ccc(C(=O)OC)cc2)CC1
 : 0.5 | 2 | -1 | -1 | 4 | 1.7% | -23 | -12% | 7
- CCCN(CCC)C(=O)c1nn(C)c2c1CSc1ccccc1-2
 : -0.6 | 1 | -2 | 3 | 1 | 0.1% | 2 | -32% | 2

Another view of some results above.
| smiles | TRHR ag | TRHR PAM | D1 PAM | D1 antag | RXFP1 antagonist | RXFP1 agonist | D2 potentiator | Apoferritin bind | D1 agonist |
| --- | --- | --- | --- | --- | --- | --- | --- | --- | --- |
| Cn1c(=O)c2c(nc(CN3CCN(C(=O)c4ccco4)CC3)n2CCCc2ccccc2)n(C)c1=O | -0.4 | 7 | 2 | 10 | -2 | 3.4% | 0 | -8% | 2 |
| Cc1ccc(/C=C2/NC(=O)N(Cc3ccccc3F)C2=O)s1 | 14 | -1 | -4 | 9 | 1 | 3.8% | -4 | -6% | 43* |

RXFP1 antagonist, hit marks shown above.
The line under a structure holds: TRHR ag | TRHR PAM | D1 PAM | D1 antag | RXFP1 antagonist | RXFP1 agonist | D2 potentiator | Apoferritin bind | D1 agonist
- Cc1ccc(C2CCN(C(=O)c3cnn(-c4ccccc4Cl)c3C3CCN(C(=O)OC(C)(C)C)CC3)C2)cc1 (stereo unspecified)
 : 0.3 | 4 | 2 | 6 | -71* | 0.2% | -7 | -17% | -1

By substructure: the compounds so far with a Cl atom
The line under a structure holds: TRHR ag | TRHR PAM | D1 PAM | D1 antag | RXFP1 antagonist | RXFP1 agonist | D2 potentiator | Apoferritin bind | D1 agonist
- O=C1C=C(c2ccc(Cl)cc2)OC2(CCCC2)O1
 : 0.9 | -7 | 3 | -17 | -11 | 0.9% | 11 | -17% | 2
- Cc1ccc(C2CCN(C(=O)c3cnn(-c4ccccc4Cl)c3C3CCN(C(=O)OC(C)(C)C)CC3)C2)cc1 (stereo unspecified)
 : 0.3 | 4 | 2 | 6 | -71* | 0.2% | -7 | -17% | -1
- O=C(O)Cn1nnc(-c2ccc(OCc3ccccc3Cl)cc2)n1
 : 0.7 | -1 | -8 | 0 | 2 | -0.1% | 5 | -6% | 7
